LMPTP block: LMPTP (human) inhibition. P24666. recombinant LMPTP-A, OMFP fluorogenic substrate, fluorescence intensity. inhibition, % at 20 µM. hit rate 0.22% among 360,000. AID 651560;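 active means compounds that cut the enzyme signal by at least half of the control window in the single-dose screen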;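 further: plate controls were DMSO wells with enzyme plus substrate for no effect and substrate without enzyme for full effect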
Target sequence (P24666 whole entry, looked up): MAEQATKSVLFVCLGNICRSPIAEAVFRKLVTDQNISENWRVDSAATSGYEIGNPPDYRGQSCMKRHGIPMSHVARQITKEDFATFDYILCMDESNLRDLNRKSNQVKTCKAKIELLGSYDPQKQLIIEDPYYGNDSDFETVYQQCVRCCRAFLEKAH
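Test system: LMPTP-A, protein tyrosine phosphatase of low molecular weight; Input: 0.625 nM enzyme; Incubation: 50 min dark incubation at room temperature; Signal: endpoint fluorescence intensity from OMFP dephosphorylation; Read-out basis: % inhibition versus control wells.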
NadD inh: blocks S. aureus nicotinate mononucleotide adenylyltransferase; purified NadD enzyme, colorimetric absorbance read-out; inhibition, % at 20 µM; hit rate 0.78% among 360,000; AID 602399; in the data active means inhibition above about 26%; further: some compounds past the cut are filed as inactive
Neddyl block: inhibitors of human cullin neddylation | calls only at 25 µM | P61081+Q13564 | TR-FRET cullin neddylation, biochemical | hit rate 0.58% among 360,000 | AID 651699; in the data active means inhibition above about 36%
SKN-1 block: blocks SKN-1 activity in C. elegans; AID 624304; C. elegans VP596 Pgst-4::GFP/RFP ratio, acrylamide-induced, 24 h; hit rate 0.49% among 360,000; inhibition, % at 21.8 µM;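 active means interference check ratio from 0.5 to 1.5 plus GFP to RFP signal ratio inhibition reaching or exceeding a fixed threshold, cut at about 30% in these data, passing the limit was not always enough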; further: some compounds called inactive have numbers as strong as hits
DNMT1 inh: DNMT1 (human) enzyme inhibition; P26358; DNMT1 molecular beacon, Hinp1I cleavage, fluorescence; inhibition (reported as % activation of signal), % at 10 µM; hit rate 0.83% among 360,000; AID 588458; in the data active means inhibition above about 50%
STEP inh: blocks human striatal-enriched tyrosine phosphatase; P54829; recombinant STEP, OMFP fluorogenic substrate, fluorescence; inhibition, % at 20 µM; hit rate 0.25% among 360,000;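 active means inhibition at 20 µM, scaled per plate between control wells, above about 37%, limit read from the data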;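 further: 0% = DMSO with enzyme and substrate and 100% = substrate only without enzyme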
Target sequence (P54829 whole entry, looked up): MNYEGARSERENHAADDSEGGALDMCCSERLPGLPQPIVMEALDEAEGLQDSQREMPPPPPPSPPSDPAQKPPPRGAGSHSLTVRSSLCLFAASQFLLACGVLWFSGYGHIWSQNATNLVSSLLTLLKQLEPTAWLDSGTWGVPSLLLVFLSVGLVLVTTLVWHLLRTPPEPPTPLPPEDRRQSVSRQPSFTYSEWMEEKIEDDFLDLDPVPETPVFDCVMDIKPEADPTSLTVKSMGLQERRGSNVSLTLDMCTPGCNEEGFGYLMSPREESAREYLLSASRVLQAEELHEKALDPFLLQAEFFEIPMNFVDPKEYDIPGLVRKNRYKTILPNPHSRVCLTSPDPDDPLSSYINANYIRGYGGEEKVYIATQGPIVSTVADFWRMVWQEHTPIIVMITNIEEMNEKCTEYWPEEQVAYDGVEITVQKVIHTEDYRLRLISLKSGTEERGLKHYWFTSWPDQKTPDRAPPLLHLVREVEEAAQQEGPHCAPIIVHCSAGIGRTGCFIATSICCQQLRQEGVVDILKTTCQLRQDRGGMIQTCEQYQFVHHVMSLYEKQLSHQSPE
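material = STEP tyrosine phosphatase | reagent = fluorogenic phosphatase substrate OMFP at 25 µM final | doses = single compound dose of 20 µM, 1% DMSO final | schedule = 20 min reaction, room temperature, in the dark | measured by = fluorescence, 480/540 nm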
Tb MetRS inh: blocks T. brucei methionyl-tRNA synthetase activity | purified T. brucei MetRS, ATP depletion, Kinase-Glo luminescence | hit rate 0.4% among 360,000 | inhibition, % at 11.9 µM;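 active means inhibition above a per-plate cutoff of the control wells' mean inhibition plus 3 SD, cut at about 5.5% in these data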;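 further: 0% = DMSO wells median and 100% = median of wells with control inhibitor compound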
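System: purified T. brucei MetRS enzyme / Detection: Kinase-Glo luciferase luminescence reporting remaining unconsumed ATP / Medium: HEPES buffer with MgCl2, KCl, DTT, spermine, BSA, pyrophosphatase / Replication: singlicate, one well per compound / Evaluation: percent inhibition relative to median high and low control wells / Schedule: 2 h aminoacylation at 25 °C after 15 min preincubation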
SUMO1-SIM PPI: alters human SUMO1 binding to SIM partners. hit rate 0.33% among 360,000. SUMO1 binding to a labelled peptide, TR-FRET, 1 h. inhibition, % at 20 µM. AID 602429; in the data active means inhibition above about 37%
Target sequence (P63165 whole entry, looked up): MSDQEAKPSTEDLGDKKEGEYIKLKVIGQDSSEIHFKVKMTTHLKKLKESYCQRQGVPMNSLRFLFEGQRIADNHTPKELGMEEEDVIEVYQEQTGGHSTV
Scp1 inh: blocks human Scp-1 phosphatase activity | Q9GZU7 | Recombinant Scp1, phosphopeptide, malachite green phosphate absorbance | inhibition, % at 20 µM | hit rate 0.88% among 340,000;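 active means inhibition above about 50% at 20 µM, limit read from the data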;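 further: plate controls were DMSO wells with enzyme for no effect and wells lacking enzyme for full effect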
Target sequence (Q9GZU7 76-261 limits assumed): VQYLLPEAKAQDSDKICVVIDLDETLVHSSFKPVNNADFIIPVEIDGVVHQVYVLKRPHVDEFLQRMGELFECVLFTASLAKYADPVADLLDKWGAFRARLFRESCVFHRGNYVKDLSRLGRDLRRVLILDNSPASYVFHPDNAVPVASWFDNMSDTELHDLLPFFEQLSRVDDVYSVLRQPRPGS
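Test system: SCP-1 catalytic domain; Buffer or medium: Acidic Tris acetate buffer with magnesium and detergent; Also added: Phosphorylated 17-residue peptide substrate; Compound: single 20 µM dose, 1% DMSO; Schedule: enzyme reaction 45 min at room temperature, colour 5 min, stabilisation 30 min; Signal: Phosphate-binding colour reagent, absorbance read at 630 nm.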
CendR NRP1 mod: alters CendR peptide binding to human NRP-1; O14786; FAM-RPARPAR peptide binding to NRP-1, fluorescence polarization; inhibition, % at 25 µM; hit rate 0.85% among 360,000; AID 602438;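 active means inhibition or corrected inhibition above about 18%, plus a signal ratio from 0.5 to 1.5, limit read from the data, passing the limit was not always enough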; further: strong numbers were not always called active
An asterisk follows results filed as active; i = inactive; nt = not tested or not shown.

LMPTP block | NadD inh | Neddyl block | SKN-1 block | DNMT1 inh | STEP inh | Tb MetRS inh | SUMO1-SIM PPI | Scp1 inh | CendR NRP1 mod | compound
-0.6 | -7 | i | 1 | 0 | -5 | 0.2 | -1 | -1 | 4 | COc1ccc(-c2nc(CN3CCC(C(=O)NC4CCCC4)CC3)c(C)o2)cc1OC
0.3 | -2 | i | 3 | 1 | -1 | -0.4 | 4 | -5 | -8 | CCCCC(CCCCl)C(=O)Nc1ccccc1 (stereo not drawn)
-2.0 | 0 | i | 8 | 0 | 0 | 0.0 | -6 | nt | -5 | O=C(NCc1ccc(Cl)nc1)c1ccc2sc([C@@H]3O[C@H](CO)[C@H](O)[C@H](O)[C@H]3O)nc2c1
-0.8 | 1 | i | 4 | 1 | 1 | 0.2 | -9 | 6 | -10 | CN(C)c1ccc(/C=[N+](\[O-])C(C)(C)/C=N/O)cc1
0.3 | -4 | i | -5 | -5 | 0 | -1.3 | -5 | -8 | -4 | CC(C)C(=O)N1CCN(c2ccc(NC(=O)c3ccc4c(c3)OCCO4)cc2Cl)CC1
1.4 | -6 | i | 10 | -3 | -1 | -0.5 | -5 | 6 | 13 | O=C(OCc1ccccc1)/C(=C/c1ccccc1Cl)NC(=O)c1ccco1
-1.7 | -2 | i | 6 | -1 | -1 | -0.7 | 2 | -3 | -13 | Cc1cc(C(=O)NCC2COc3ccccc3O2)c2ccccc2n1 (stereo not drawn)
-1.9 | 1 | i | -13 | 1 | -5 | -0.5 | 2 | -7 | 4 | CN(Cc1nc(-c2cccnc2)no1)S(=O)(=O)c1ccccc1
0.3 | -9 | i | -3 | 2 | -3 | -0.6 | 2 | -5 | -5 | Cc1ccc(S(=O)(=O)N/N=C/C(C)(C)CO)cc1
5.3 | 8 | i | 53* | -9 | 0 | -0.4 | -20 | -6 | 8 | CCCS(=O)(=O)NCc1ccc2c(c1)cc(C)n2C
-1.0 | -6 | i | 12 | -3 | -2 | -0.6 | 0 | -5 | -3 | COC(=O)c1ccccc1OCCN1CCCCCC1
2.9 | 24 | i | 6 | -3 | 2 | 0.2 | -3 | 9 | -17 | N=c1c(S(=O)(=O)c2ccc(Br)cc2)cc2c(=O)n3ccccc3nc2n1C1CCCC1
0.0 | -5 | i | -1 | 0 | -5 | -1.0 | -2 | 4 | -8 | O=C(NCCc1cn2ccsc2n1)c1cccs1
-0.1 | -4 | i | -6 | -1 | -3 | -0.1 | 0 | -9 | 9 | CCN(CC)C(=O)Cn1cc(S(=O)(=O)CC(=O)Nc2cc(C)on2)c2ccccc21
-2.1 | -1 | i | -2 | nt | nt | -0.9 | 2 | nt | -6 | COc1cccc(CNC(=O)[C@@H]2CCCN2C(=O)[C@H]2CCCCN2C(=O)c2cccc(OC)c2)c1
-1.6 | -4 | i | -1 | 17 | -3 | -0.8 | 2 | nt | 6 | Cc1cccc(CN2CCN(C3CN(Cc4ccc(F)cc4)S(=O)(=O)C3)CC2)c1 (stereo not drawn)
-0.1 | -5 | i | -11 | -3 | -1 | -0.5 | 1 | -9 | 11 | CS(=O)(=O)N1CCC(c2noc(-c3ccc(C(F)(F)F)cc3)n2)CC1
0.1 | 0 | nt | -9 | 4 | 7 | 0.1 | 2 | -10 | 7 | Cc1cc(C)cc(Oc2coc3cc(OC(=O)c4cccs4)ccc3c2=O)c1
3.1 | -8 | i | 12 | 0 | 2 | -1.4 | -3 | -7 | -4 | Cc1cccc(-c2noc(CN(C(=O)CCc3ccccc3)C(C)C)n2)c1
1.7 | 1 | i | -26 | 1 | -3 | -1.1 | -2 | -5 | 4 | COc1ccc(CCNC(=S)Nc2cc(C)cc(C)c2)cc1
6.7 | -4 | i | -11 | 4 | -1 | -0.7 | -12 | -5 | -3 | CN(C)c1ccc(/C=N/NC(=O)c2ccc(CN3CCOCC3)cc2)cc1Br
0.5 | -12 | i | -6 | 11 | 2 | -0.3 | 5 | 0 | -3 | C=C(CC[C@@H](O)C(C)(C)O)[C@H]1CC[C@]2(C)[C@@H]1CCC1[C@@]3(C)CC[C@H](O)C(C)(C)C3CC[C@]12C (stereo partly drawn)
1.0 | -1 | i | -4 | -1 | 3 | -0.4 | -3 | -8 | 4 | O=C(N/N=C/c1cccc(F)c1)c1csc2c1CCCC2
-0.9 | -8 | nt | -2 | -3 | 0 | -1.1 | -5 | 3 | -7 | COCc1cc(=O)oc2cc(NS(=O)(=O)c3ccc(C)cc3)ccc12
0.1 | 7 | i | -10 | -8 | 1 | 0.6 | -3 | -9 | -3 | Cc1ccc(-c2nc3sc(C(N)=O)c(N)c3c3c2CCCC3)cc1
-0.5 | 0 | i | -11 | 5 | 1 | 0.4 | 2 | -7 | 12 | CCOC(=O)C(=O)NC(C)CCc1ccccc1 (stereo not drawn)
3.3 | 20 | i | 5 | 5 | -1 | -1.5 | 4 | 1 | 6 | COc1ccccc1C(=O)NCC(=O)N/N=C/c1cc(Br)ccc1OC(=O)/C=C\c1ccco1
3.4 | 2 | i | 12 | -18 | 4 | 0.2 | 4 | 0 | 0 | CC1OC(Nc2cccc3ccccc23)C(O)C(O)C1O (stereo not drawn)
-0.7 | -4 | i | -9 | 3 | -3 | -0.3 | 3 | -2 | -4 | CCCCN(C)C(=O)c1cn(CC)c2nc(C)ccc2c1=O
-0.7 | 0 | i | 0 | 6 | -1 | -0.1 | 11 | -3 | 11 | Brc1ccc(C[n+]2ccccc2)cc1
-0.7 | 5 | i | 6 | 1 | 1 | -0.3 | -14 | 17 | 1 | Cc1noc(C)c1NC(=O)N(C)C[C@H]1Oc2ccc(NS(=O)(=O)c3cccs3)cc2C(=O)N([C@H](C)CO)C[C@@H]1C
-0.7 | 6 | i | 13 | -2 | 0 | -0.5 | 2 | 0 | -4 | CCCCn1c(N)c(N(CCOC)C(=O)c2cccc(-n3cnnn3)c2)c(=O)[nH]c1=O
-3.0 | 0 | i | 3 | 0 | 1 | -0.2 | 0 | -3 | -13 | COc1ccc(Cc2n[nH]c(=S)n2C)cc1Br
0.6 | -2 | i | -1 | -7 | 3 | -0.4 | 2 | 0 | 9 | Cc1cn([C@@H](CCCCNC(=O)OC(C)(C)C)C(=O)NCCCCCCCCCCC(=O)N2CCN(C(=O)OC(C)(C)C)CC2)nn1
-1.1 | 0 | i | 9 | 1 | 0 | -0.5 | -2 | 6 | 4 | Cc1cc(=O)nc2c3ccccc3n(CC(=O)NCCCN3CCCCC3C)n12 (stereo not drawn)
-2.3 | -4 | nt | -13 | -7 | -3 | -1.9 | -4 | -7 | 1 | CCOc1ccc2oc(-c3ccccc3)c(C(=O)N3CCN(CCO)CC3)c2c1
5.5 | 8 | i | -9 | -6 | 5 | -0.2 | 4 | 2 | -8 | Cc1ccccc1C(=O)N1CCN(c2ccc(NC(=O)CSc3ccc(Cl)cc3)cc2)CC1
0.0 | 3 | i | 10 | 0 | 3 | 0.2 | -5 | -3 | -7 | CCN(CC)CCNC(=O)C(=O)Nc1cc2c3c(c1)CCC(=O)N3CCC2
0.7 | -9 | i | 12 | -2 | -1 | -0.3 | 5 | -11 | 0 | CO/N=C(\CS(=O)(=O)Cc1ccc(OC)cc1)c1ccc(Cl)cc1
4.0 | 9 | nt | 7 | -7 | -13 | -0.4 | -5 | 8 | 25* | CCOC(=O)C1=C(C)NC2=C(C(=O)CCC2)C1c1cn(Cc2ccc(Cl)cc2Cl)nc1-c1ccccc1 (stereo not drawn)

Reprinted from the results shown (9 entries):
LMPTP block | NadD inh | Neddyl block | SKN-1 block | DNMT1 inh | STEP inh | Tb MetRS inh | SUMO1-SIM PPI | Scp1 inh | CendR NRP1 mod | compound
-0.5 | 0 | i | -11 | 5 | 1 | 0.4 | 2 | -7 | 12 | CCOC(=O)C(=O)NC(C)CCc1ccccc1 (stereo not drawn)
3.3 | 20 | i | 5 | 5 | -1 | -1.5 | 4 | 1 | 6 | COc1ccccc1C(=O)NCC(=O)N/N=C/c1cc(Br)ccc1OC(=O)/C=C\c1ccco1
3.4 | 2 | i | 12 | -18 | 4 | 0.2 | 4 | 0 | 0 | CC1OC(Nc2cccc3ccccc23)C(O)C(O)C1O (stereo not drawn)
-0.7 | -4 | i | -9 | 3 | -3 | -0.3 | 3 | -2 | -4 | CCCCN(C)C(=O)c1cn(CC)c2nc(C)ccc2c1=O
-0.7 | 0 | i | 0 | 6 | -1 | -0.1 | 11 | -3 | 11 | Brc1ccc(C[n+]2ccccc2)cc1
-0.7 | 5 | i | 6 | 1 | 1 | -0.3 | -14 | 17 | 1 | Cc1noc(C)c1NC(=O)N(C)C[C@H]1Oc2ccc(NS(=O)(=O)c3cccs3)cc2C(=O)N([C@H](C)CO)C[C@@H]1C
-0.7 | 6 | i | 13 | -2 | 0 | -0.5 | 2 | 0 | -4 | CCCCn1c(N)c(N(CCOC)C(=O)c2cccc(-n3cnnn3)c2)c(=O)[nH]c1=O
-3.0 | 0 | i | 3 | 0 | 1 | -0.2 | 0 | -3 | -13 | COc1ccc(Cc2n[nH]c(=S)n2C)cc1Br
0.6 | -2 | i | -1 | -7 | 3 | -0.4 | 2 | 0 | 9 | Cc1cn([C@@H](CCCCNC(=O)OC(C)(C)C)C(=O)NCCCCCCCCCCC(=O)N2CCN(C(=O)OC(C)(C)C)CC2)nn1

(continued)
LMPTP block | NadD inh | Neddyl block | SKN-1 block | DNMT1 inh | STEP inh | Tb MetRS inh | SUMO1-SIM PPI | Scp1 inh | CendR NRP1 mod | compound
-1.3 | 2 | i | 6 | 0 | 2 | 7.2* | -4 | -2 | -6 | Cc1cc(Cl)ccc1OCCCC(=O)NCCc1nnc2ccccn12
-0.7 | -4 | i | -4 | -2 | 0 | -1.3 | -1 | 1 | 7 | Nc1ncnc2c1nc(Br)n2[C@@H]1O[C@@H]2COP(=O)(O)O[C@H]2[C@H]1O
-0.6 | -7 | i | -14 | 2 | 2 | -1.2 | 0 | -4 | 11 | COc1ccc(-n2nc3c(c2NC(=O)C2CC2)CS(=O)C3)cc1 (stereo not drawn)
1.7 | -5 | i | 2 | 7 | 0 | -2.1 | 2 | -1 | 3 | O=C1[C@H]2CCC=C[C@H]2[C@H](c2cccc(Br)c2)N1Cc1ccccc1
1.2 | -1 | i | 2 | -6 | -2 | -0.3 | -3 | -4 | -10 | O=C(N/C(=C/c1ccco1)C(=O)N1CCCCC1)c1cccs1
-0.4 | 0 | i | 18 | 6 | -3 | 0.3 | 0 | -6 | 6 | COCCCNC(=O)c1cccs1
-1.9 | -2 | i | 4 | 6 | 2 | -0.5 | 3 | -6 | -10 | CC(C)NC(=O)Cn1c(=O)c2c(ncn2Cc2ccccc2)n(Cc2ccccc2)c1=O

Bioassay records (PubChem BioAssay)
